Compound activity: PubChem, several laboratories
EP2 antag – inhibitors of human EP2 prostaglandin E2 receptor | C6 glioma cells expressing human EP2, cAMP TR-FRET; cells stimulated with saturating PGE2 | inhibition, % at 25 µM | 260,000 tested, 0.52% active;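 active means percent inhibition above 40 after rounding to a whole number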;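 further: rat C6 glioma host cells with rolipram phosphodiesterase inhibitor present; the protocol text gives 20 µM as final concentration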
CHOP inhibitor – CHOP inhibition in unfolded protein response; CHO-K1 CHOP-promoter luciferase, tunicamycin-induced, 15-18 h; inhibition, % at 10 µM; 220,000 tested, 3.8% active;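 active means compounds that reduced the stress-induced luciferase reporter signal by more than about 70% of percent inhibition, limit read from the data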;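 further: 0% = tunicamycin plus vehicle and 100% = wells without tunicamycin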
14-3-3 Bad inh – disrupts binding of bovine 14-3-3 zeta to phospho-Bad peptide | inhibition, % at 21.7 µM | 220,000 tested, 0.71% active | TR-FRET 14-3-3zeta/Dy647-pBad peptide displacement, 1 h;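 active means inhibition above about 70%, limit read from the data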;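 further: 0% = full 14-3-3 plus peptide FRET controls and 100% = background without 14-3-3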
Target sequence (P63103 whole entry, looked up): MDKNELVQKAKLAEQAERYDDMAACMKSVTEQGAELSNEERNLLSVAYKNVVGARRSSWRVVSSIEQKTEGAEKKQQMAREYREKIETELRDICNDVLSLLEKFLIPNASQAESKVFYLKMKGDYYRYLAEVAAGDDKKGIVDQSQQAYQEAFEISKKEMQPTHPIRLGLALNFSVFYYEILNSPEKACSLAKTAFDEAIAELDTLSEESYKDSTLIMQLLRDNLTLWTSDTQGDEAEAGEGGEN
TRPML3 ag – activates the human TRPML3 channel; Q8TDD5; HEK293 TRPML3-YFP, Fluo-8 calcium fluorescence; 100% = the carbachol control signal; activation, % at 3 µM; 220,000 tested, 0.29% active; AID 1448;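 active means activation above its plate's cutoff, the mean activation of the plate's test wells plus 3 SD, cut at about 12% in these data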;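 further: 0% = DMSO only wells and 100% = carbachol wells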
Target sequence (Q8TDD5 whole entry, looked up): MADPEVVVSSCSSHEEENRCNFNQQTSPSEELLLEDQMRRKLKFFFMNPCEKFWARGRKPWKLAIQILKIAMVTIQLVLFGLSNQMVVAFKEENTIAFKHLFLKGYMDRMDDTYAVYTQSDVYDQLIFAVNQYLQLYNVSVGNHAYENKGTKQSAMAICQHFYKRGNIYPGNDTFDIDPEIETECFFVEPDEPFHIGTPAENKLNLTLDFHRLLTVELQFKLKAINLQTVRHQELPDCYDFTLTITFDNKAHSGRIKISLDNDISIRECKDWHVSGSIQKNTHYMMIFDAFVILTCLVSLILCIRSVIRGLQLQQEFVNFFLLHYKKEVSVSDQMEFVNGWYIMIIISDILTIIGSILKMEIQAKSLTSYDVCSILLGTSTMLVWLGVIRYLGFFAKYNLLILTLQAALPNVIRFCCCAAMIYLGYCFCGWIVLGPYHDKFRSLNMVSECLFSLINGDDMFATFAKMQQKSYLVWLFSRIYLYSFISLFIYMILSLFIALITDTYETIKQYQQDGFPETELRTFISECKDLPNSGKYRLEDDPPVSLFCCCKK
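Test system: HEK293 cells stably carrying human TRPML3-YFP; Doses: single dose, 3 µM final nominal compound, 0.3% DMSO final; Schedule: dye loading 1 h 37 °C then 30 min ambient, 125 s read; Technique: Fluo-8 calcium fluorescence; Benchmarks: high control carbachol 87 µM, low control DMSO.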
TRPN1 ag – zebrafish TRPN1 (NompC) channel agonism | 220,000 tested, 0.18% active | HEK293 zebrafish TRPN1-YFP, Fluo-8 calcium fluorescence; 100% = response to 87 µM carbachol | activation, % at 3 µM | AID 1424;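 active means activation above its plate's cutoff, the mean activation of test wells on that plate plus 3 SD, cut at about 19% in these data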;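 further: 0% = DMSO alone and 100% = 87 µM carbachol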
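Material – zebrafish TRPN1-YFP in HEK293 cells · Doses – 3 µM single point · Schedule – dye 1 h 37 °C plus 30 min RT · Signal – Fluo-8 calcium fluorescence, excitation 470-495 nm, emission 515-575 nm · Read-out – % activation versus carbachol response · Control set – carbachol high, DMSO low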
PPC-1+TRAIL kill – kills PPC-1 cancer cells in the presence of TRAIL. 220,000 tested, 0.41% active. cell killing (% activity), % at 4 µM. PPC-1 cells + TRAIL, ATPLite viability luminescence. AID 1443;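 active means cell killing above 50% in the first pass at 4 µM, then a duplicate retest at 5 µM averaging 50% or more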;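 further: plate controls were cells with TRAIL plus DMSO for no effect and medium-only wells lacking cells for full effect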
EP2 modulator – modulates human prostaglandin E2 receptor EP2 signaling; EP2-expressing cells, cAMP HTRF FRET, PGE2 co-stimulation; induction, % at 25 µM; 260,000 tested, 0.83% active;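 active means compounds whose cAMP rise, as percent of the full-agonist control response, exceeds 60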;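 further: rat C6 glioma line stably carrying human EP2 under a CMV promoter; the protocol text gives 20 µM as final concentration; 100% = response of wells given 1 µM PGE2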
NPY-Y1 PAM-ag – human NPY-Y1 potentiation or agonism, primary screen | P25929 | NPY-Y1 expressing cells, potentiator/agonist activation | activation, % at 3.6 µM | 220,000 tested, 0.37% active; in the data active means activation above about 33%, passing the limit was not always enough;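 further: cells stimulated with NPY at EC10 then isoproterenol at EC100; 0% = low agonist plus stimulus and 100% = saturating agonist plus stimulus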
NPY-Y1 antag – antagonists of human neuropeptide Y receptor Y1; P25929; HEK293-CNG Y1 cells, membrane potential fluorescence; NPY at EC95, then isoproterenol; inhibition, % at 3.6 µM; 200,000 tested, 1% active;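 active means inhibition above the campaign mean inhibition of all tested compounds plus 3 SD, cut at about 20% in these data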;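 further: 0% = DMSO wells given NPY plus isoproterenol and 100% = isoproterenol alone without NPY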
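Material: Y1- and CNG-channel-expressing HEK293 cells / Probe or stimulus: NPY 25 nM then isoproterenol 1 µM plus Ro 20-1724 25 µM / Doses: 3.6 µM single dose, DMSO 0.4% / Schedule: compound incubation 1 h at room temperature, readout 45 min post-stimulation / Signal: membrane potential fluorescence / Benchmarks: isoproterenol-only wells as full block versus NPY-plus-isoproterenol wells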
* marks the source's active call; other numbers are inactive results; nt = no result given; & = joins results of further samples; [ ] = another dose, or the depositor's remark. The list is partial. The share of hits here may be higher or lower than overall.

Every second line gives: EP2 antag	CHOP inhibitor	14-3-3 Bad inh	TRPML3 ag	TRPN1 ag	PPC-1+TRAIL kill	EP2 modulator	NPY-Y1 PAM-ag	NPY-Y1 antag
> COc1ccc(N(CC(=O)NC2CCCC2)C(=O)Cn2nnc(-c3ccc(C)cc3)n2)cc1OC
 : 12	-8	5	0.7	1.0	-10	-7	1	2
> O=C(Nc1nnc(-c2ccccc2SCc2ccccc2)s1)Nc1ccccc1F
 : 5	45	-6[fluorescence artefact?]	0.7	0.4	5	26	8	3
> O=C(CSc1ncccn1)NC1CCCc2ccccc21 (configuration not stated)
 : 5	-6	-7	1.6	7.3	8	-5	19	-2
> Cc1ccc2c(Cn3cc(C(F)(F)F)cc(Cl)c3=O)cc(=O)oc2c1
 : 16	21	-22[fluorescence artefact?]	0.1	-2.3	23	-5	-9	-1
> COC(=O)c1ccc2c(=O)n(CCCCCC(=O)NCc3ccccc3)c(=O)[nH]c2c1
 : 8	31	60[fluorescence artefact?]	0.6	2.9	11	-1	-1	0
> C/C(=N\NC(=O)Cn1nnc2ccccc21)c1ccco1
 : 3	3	0	-0.3	1.0	11	7	9	0
> CN(C)S(=O)(=O)c1cccc(C(=O)N2CCN(Cc3ccccc3)CC2)c1
 : 5	22	3	0.8	1.3	-11	9	17	-3
> COc1ccc(OC)c(NS(=O)(=O)c2cc(OC)ccc2OC)c1
 : -2	-9	4	-0.5	-0.8	10	5	-17	10
> COc1ccc(C(=O)Nc2ccc(C)cc2C(=O)c2ccccc2)c(OC)c1
 : 7	24	13	-0.5	0.2	-6	42	-10	5
> CCN(CC)S(=O)(=O)c1ccc2nc(COC(=O)c3n[nH]c4ccccc34)[nH]c2c1
 : 5	104*	-5[fluorescence artefact?]	0.8	0.4	29	-2	-4	-1
> Cc1cccc(-n2ccnc2CN2CCN(C(C)C)C(CCO)C2)c1 (configuration not stated)
 : 9	9	-2	0.8	0.8	15	1	5	nt
> O=C(O)c1ccc(-n2cccc2)cc1O
 : 6	-1	15[fluorescence artefact?]	0.6	1.4	23	-1	-8	2
> Cc1ccc(CNC(=O)COc2ccc(C(=O)c3ccc(F)cc3)cc2)cc1
 : 7	28	-1	0.4	1.3	-3	-3	-12	2
> Cc1c(C(=O)O)oc2ccc(S(=O)(=O)N3CCC(C)CC3)cc12
 : 11	0	4	1.1	0.9	18	2	-6	0
> COc1cc(-c2nnn(CC(=O)NC3CCS(=O)(=O)C3)n2)ccc1OCc1ccccc1 (configuration not stated)
 : 20&9	0	-12	0.5	1.7	-6	-23&-39	0	-4
> COc1ccc2nc3sc(C(=O)NCCCN4CCc5ccccc5C4)cc3cc2c1
 : 14	8	-4	0.1	-0.9	0	-46	-11	1
> CCOC(=O)Cn1c(=O)c(-c2cc(Br)ccc2N)nc2ccccc21
 : 3	39	-3	0.4	0.3	2	-19	-5	nt
> CCN1CCCC1CNC(=O)C(=O)NC(C)C (configuration not stated)
 : 4&6	25	-3	1.1	-1.2	5	-22&-5	4	2
> COc1ccc2nc(N(CCN(C)C)C(=O)/C=C/c3cccs3)sc2c1
 : 20	-2	-1	1.3	-0.5	12	7	22	12
> COC(=O)c1cc(Br)c(=O)n(Cc2ccc(OC)c(OC)c2)c1
 : 14	33	-3	-0.3	1.0	21	-6	-1	-1
> O=C1NC(=Nc2ccccc2)S/C1=C\c1cccn1-c1ccccc1
 : 23	48	-10	0.2	0.4	18	17	13	-1
> Cc1cc(C)c(S(=O)(=O)NCCOc2ccccc2)c(C)c1-n1cnnn1
 : 2	-6	0	-0.3	1.3	-14	-15	-7	-2
> O=c1cc(O)c2ccc(O)cc2o1
 : 10	6	7	-0.4	-1.6	8	8	2	-4
> O=C(Nc1nnc(SCc2ccc(F)cc2)s1)c1ccc2ncsc2c1
 : 8	73*	80*	0.6	-0.5	-4	-16	-44	11
> FC(F)(F)c1ccc(N2CCN(Cc3ccc4c(c3)OCO4)CC2)nc1
 : 14	-21	-6[fluorescence artefact?]	0.7	-0.7	2	2	-26	5
> CC(=O)c1ccc(NC(=O)C2CCCN2S(=O)(=O)c2ccc(C)cc2)cc1 (configuration not stated)
 : 5	-3	5[fluorescence artefact?]	0.6	1.5	20	-20	10	3
> CC(C)CNC(=O)c1cccc(NC(=O)c2ccc(Cl)c([N+](=O)[O-])c2)c1
 : 11	15	-2	2.1	2.8	26	-50	-15	2
> COc1cc([N+](=O)[O-])ccc1NC(=O)CCCOc1ccccc1
 : nt	24	2	-1.0	-1.1	21	-16	-33	7
> O=C(Nc1ccc2c(c1)OCO2)c1ccc(Br)c(S(=O)(=O)N2CCCC2)c1
 : 17	48	10	2.7	11	31	-16	-2	4
> COc1ccc(C(=O)NCc2ccccc2)cc1S(=O)(=O)N1CCCc2ccccc21
 : nt	-27	-13	0.2	1.1	23	-5	0	-1
> O=C(CSc1nnc(CNC(=O)c2ccccc2F)o1)c1ccccc1
 : 10	20	-4	0.9	1.9	1	-9	5	2
> Cc1cccc(NC(=O)c2nc[nH]c2C(=O)N[C@@H](C)C(=O)OCc2ccccc2)c1
 : 18	90*	-5	nt	nt	-2	24	nt	nt
> CC12CCC(C(=O)NNc3ccc([N+](=O)[O-])cc3)(CC1=O)C2(C)C (configuration not stated)
 : 7	-25	1	0.6	-0.7	16	4	3	5
> Cc1ccnc(NS(=O)(=O)c2ccc(NC(=O)CSc3nc(-c4ccccc4)cc(=O)[nH]3)cc2)n1
 : 5	7	-14	0.6	0.7	32	20	-3	-5
> Cc1ccc2[nH]c3c(c2c1)CN(C(=O)CN1CCN(c2ccccc2F)CC1)CC3
 : 12	23	-13[fluorescence artefact?]	0.8	1.0	-2	-48	-5	6
> O=C(N/N=C/c1cccs1)c1cccnc1
 : 9	-21	-4	0.5	0.1	2	-23	14	nt
> O=C(NNc1nc(-c2ccc(Br)cc2)cs1)c1ccco1
 : 5	15	-15	0.4	0.9	20	-8	32	-6
> Cc1ccc(C2N(c3cccc(Cl)c3)C(=O)N3CCCN23)cc1 (configuration not stated)
 : 11	6	-7	-0.4	-1.6	9	1	4	nt
> CCCOc1ccc(CSc2nc3ccccc3[nH]2)cc1
 : nt	76*	6	2.0	3.5	27	-32	-22	-4
> O=S(=O)(CCN1CCSCC1)c1ccccc1
 : 4	10	-3	0.7	1.8	8	-25	-23	nt
> C=CCc1c(C)nc(-c2ccccc2)nc1N/N=C/c1ccncc1
 : 3	-9	-14	0.5	1.0	25	-18	2	1
> O=C(/C=C/c1ccccc1Cl)Nc1cccc(O)c1
 : 17	-15	16	-0.2	-0.4	45	-35	-7	1
> O=C(O)CCCCCNC(=O)Cn1nnc2ccccc2c1=O
 : 9	13	-5	0.6	0.6	13	15	12	nt
> COc1ccc(N2CCN(c3ccc(N4C(=O)COCC4=O)cc3[N+](=O)[O-])CC2)cc1
 : 9	47	4	0.7	1.0	-12	10	-4	6
> CC(=O)Nc1ccc(C(=O)NCCc2ccccc2)cc1
 : 9	10	-6	0.3	0.6	-6	9	-3	1
> COc1ccc(Nc2nc(Cl)nc(Nc3ccc(OC)cc3)n2)cc1
 : 5	71*	-3	-0.4	-1.4	-10	-58	1	-5
> CCOc1cc(/C=N/NC(=O)CNc2ccc(C)cc2)ccc1OC(=O)c1ccccc1
 : 10	68	-6[fluorescence artefact?]	0.7	-0.6	3	-11	-3	4
> C/C(=C\C(=O)c1ccccc1)NCc1ccc(F)cc1
 : 7	-22	5	-0.1	0.2	18	-7	-6	8
> COC(C(=O)Nc1ccccc1F)c1ccccc1 (configuration not stated)
 : 11	-24	0	0.4	-0.1	10	9	-9	-2
> O=C(O)/C(=C1/OC(=O)c2ccccc21)c1ccccc1
 : -5	32	-9	-0.2	-1.9	7	14	-3	-2
> COCCNC(=O)/C(C#N)=C/c1ccc(C(=O)O)cc1
 : 9	9	-7	1.1	0.1	3	10	13	4
> CCOC(=O)C1CCCCN1Cc1cc(Cl)ccc1O (configuration not stated)
 : 6	6	nt	0.1	-3.0	-14	11	14	-2
> CC(C)C(=O)NNC(=O)CSc1nc(C2CCCCC2)nc2ccccc12
 : 4&3	62	6	0.8	1.5	21	14&14	-13	3
> Cc1cc(C)c2c(c1)c(C)cc1nnc(SCC(=O)c3cccs3)n12
 : 5&9	12	73*	0.6	1.0	-2	20&4	-18	10
> COCCSc1nnc(-c2cccc(C#N)c2)n1C
 : 3	17	6	-0.2	-0.6	46	13	-4	-2
> C/C(N)=C(\C#N)C(=O)NCc1ccccn1
 : 15	-24	-11[fluorescence artefact?]	0.4	0.1	0	-3	12	-1
> COc1ccc(C(=O)Nc2sc(C)c(C)c2CN2CC(C)OC(C)C2)cc1 (configuration not stated)
 : 3	10	-2	1.0	-1.8	1	25	3	-2
> CCOc1ccc(S(=O)(=O)NCc2ccco2)cc1
 : 12	12	1	0.4	-0.2	2	-8	-10	-2
